Assay outcomes deposited in PubChem BioAssay by Sanford-Burnham Center for Chemical Genomics.
Mdm2 MdmX PPI – inhibitors of human Mdm2/MdmX interaction. O15151+Q00987. SaOS-2 split-luciferase Mdm2/MdmX complementation, luminescence. inhibition, % at 8 µM. hit rate 3% among 330,000;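 active = inhibition of at least 50% at 8 µM in the primary screen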
697 NFkB inh – inhibitors of the PMA/ionomycin-induced NF-kB reporter in 697 B cells; 697 B-cell NF-kB luciferase reporter, 16 h; inhibition, % at 4 µM; hit rate 0.33% among 330,000; in the data active = inhibition above about 35%
Jurkat NFkB inh – inhibitors of the PMA/ionomycin-induced NF-kB reporter in Jurkat cells. inhibition, % at 4 µM. PMA/ionomycin-induced NF-kB luciferase reporter, luminescence. AID 435003. hit rate 0.53% among 330,000; in the data active = inhibition above about 50%
UPR CHOP act – activators of apoptotic arm of unfolded protein response (CHOP); CHO-CHOP luciferase reporter, UPR activation, luminescence; percent of tunicamycin response over DMSO baseline; activation, % at 10 µM; hit rate 0.34% among 330,000;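 active = at 10 µM dose, activation of 40% or more, normalized to positive control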;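 also: 100% = tunicamycin at 10 µg/mL and 0% = DMSO alone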
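Assay system: CHO-CHOP cells, stable luciferase reporter of PERK-eIF2a-CHOP signalling / Buffer or medium: F12 plus 10% serum / Compound dosing: one dose, 10 µM in 0.5% DMSO / Times: 6 h compound treatment, 37 °C / Technique: luciferase luminescence / Read-out: % reporter activation, DMSO baseline versus tunicamycin full activation / Benchmarks: tunicamycin and DMSO controls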
APJ ag – agonists of human APJ apelin receptor. CHO-K1 APJ PathHunter beta-arrestin, luminescence; 0% DMSO wells, 100% apelin. P35414. hit rate 0.11% among 330,000. AID 2520. activation, % at 20 µM;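 active = activation more than six SD over the plate average, tested at 20 µM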;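 also: 0% = DMSO alone and 100% = apelin-13 at 10 nM; some results filed as inactive read as strong as hits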
Target sequence (P35414 whole entry, looked up): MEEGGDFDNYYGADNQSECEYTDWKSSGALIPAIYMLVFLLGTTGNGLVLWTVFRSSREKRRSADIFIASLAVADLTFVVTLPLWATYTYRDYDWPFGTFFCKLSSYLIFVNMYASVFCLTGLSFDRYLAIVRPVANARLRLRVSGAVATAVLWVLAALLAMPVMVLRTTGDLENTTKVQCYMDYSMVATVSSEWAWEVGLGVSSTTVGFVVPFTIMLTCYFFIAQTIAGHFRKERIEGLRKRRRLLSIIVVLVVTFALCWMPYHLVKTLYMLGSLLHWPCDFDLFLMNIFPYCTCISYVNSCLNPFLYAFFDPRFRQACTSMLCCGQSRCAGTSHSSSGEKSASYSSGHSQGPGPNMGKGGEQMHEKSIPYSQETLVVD
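Assay system: CHO-K1 cells stably expressing ProLink-tagged human APJ and arrestin–beta-gal acceptor. Compound dosing: 20 µM single point, 1% DMSO. Times: 16-18 h seeding, 90 min dark compound exposure, 60 min detection. Detection: beta-gal luminescence. Evaluation: APJ–arrestin association signal. Controls: negative DMSO alone, positive Apelin-13 at 10 nM.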
APJ antag – antagonists of human APJ apelin receptor. hit rate 0.32% among 330,000. AID 2521. P35414. inhibition, % at 20 µM. CHO-K1 APJ beta-arrestin complementation, luminescence;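 active = inhibition above about 40% at 20 µM, limit read from the data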;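 also: cells challenged with 10 nM apelin-13 agonist together with compound; plate controls were apelin-13 plus DMSO wells for no effect and DMSO wells lacking apelin-13 for full effect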
tim23-1 inh – tim23-1 yeast growth inhibition; AID 463212; inhibition, % at 20 µM; hit rate 1.3% among 330,000; S. cerevisiae tim23-1 growth, BacTiter-Glo luminescence, 24 h;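 active = growth inhibition of the mutant yeast at or above 50%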;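 also: temperature-sensitive mutant grown at 25 °C; plate controls were DMSO-treated mutant yeast for no effect and medium wells lacking yeast for full effect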
UPR XBP1 act – adaptive UPR (XBP1) activation; CHO-XBP1 luciferase reporter, IRE1-XBP1 UPR activation, luminescence; percent of tunicamycin response, DMSO as zero; activation, % at 20 µM; hit rate 0.33% among 330,000; AID 463104;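 active = versus positive control, 20 µM dose yields 30% or more activation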;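 also: 100% = tunicamycin at 10 µg/mL and 0% = DMSO only wells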
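Material: CHO cell line with stable XBP1 luciferase reporter; buffer or medium: F12 medium containing 10% fetal bovine serum; compound: single point, 20 µM final compound, 1% DMSO; incubation: 6 h treatment, 37 °C; measured by: glow luminescence from Steady-Glo reagent; evaluation: activation, % of tunicamycin; control set: tunicamycin high, DMSO low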
* hit, by the source's call.

SMILES	Mdm2 MdmX PPI	697 NFkB inh	Jurkat NFkB inh	UPR CHOP act	APJ ag	APJ antag	tim23-1 inh	UPR XBP1 act
CCc1ccc(N2C(=O)NC(=O)/C(=C\c3cccn3CCOc3ccc(C(C)C)cc3)C2=O)cc1	5	-52	-17	23	5	-12	-2	51*
C[C@]12CCC(OC(=O)CCC(=O)O)CC1=CCC1C2CC[C@]2(C)C(=O)CCC12 (some centres not stated)	2	0	5	0.3	0	1	13	0
c1cncc(C2CC(c3cccs3)n3ncnc3N2)c1 (configuration not stated)	-7	13	-2	-2.3	-1	-1	-5	-2
O/N=C1/C(=C\c2ccccc2)N2CCC1CC2	23	-4	-6	-2.7	-1	20	18	-2
COc1ccc(N=Cc2c(O)n(CC3CCCO3)c(=O)[nH]c2=O)cc1 (configuration not stated)	15	-20	-21	-1.2	-2	-3	10	-1
COC(=O)C(O)(c1ccc(N(C)C(=O)COc2ccccc2)cc1)C(F)(F)F (configuration not stated)	13	-6	6	2.0	-1	-15	6	1
COCc1ccc(CN2CCCC(C(=O)c3sccc3C)C2)o1 (configuration not stated)	4	15	8	-0.8	0	6	7	-1
COc1cc2c(c(OC)c1OC)-c1ccc(C(=O)O)cc1[C@@H](NC(C)=O)CC2	8	15	3	-2.8	3	-7	14	1
Cn1cc(Br)c(C(=O)Nc2ccc3c(C(F)(F)F)cc(=O)oc3c2)n1	10	26	2	2.4	0	3	26	0
COc1ccc(CCNCc2sccc2C)cc1	7	-20	2	0.1	1	-4	14	1
CC(Cc1ccccc1)NCCC(=O)NC(C)Cc1ccccc1 (configuration not stated)	17	12	-1	1.0	-2	14	-1	-4
N[C@@H](CCl)C(=O)O	-31	-15	-20	-0.5	10	-45	7	-8
C=CCN1C[C@@H](C)N(C(c2ccc(C(=O)N(CC)CC)cc2)c2cccc(OC)c2)C[C@@H]1C (some centres not stated)	20	-1	-14	-0.6	-4	-5	-1	-6
CCOC(=O)C1(c2ccccc2)CCN(CCC(=O)Nc2ccc(C(=O)OC)cc2)CC1	17	-6	-8	0.4	-2	10	14	0
O=C(c1cc(-c2ccccc2)nc2ccccc12)N1CCC2(CC1)OCCO2	-26	18	8	-1.0	-1	7	34	0
Nc1c(Br)cc([N+](=O)[O-])cc1[N+](=O)[O-]	18	15	1	-1.1	3	-24	-7	1
O=c1[nH]c(=S)[nH]c(O)c1N=Nc1ccc(S(=O)(=O)N2CCc3ccccc32)cc1	58*	1	8	37	-6	35	2	2
CCCCCn1c(=O)c(C(=O)Nc2nc(CC(=O)OCC)cs2)c(O)c2ccccc21	3	-16	12	13	-1	-22	9	3
Cc1cc(OCC(=O)NC(Cc2ccc(Cl)cc2)C(=O)O)c2c3c(c(=O)oc2c1)CCCC3 (configuration not stated)	-5	15	1	0.5	-1	-65	-3	-4
Fc1ccc2c(c1)nnn2C1CCN(Cc2nnnn2CCc2ccccc2)CC1	-14	-6	-11	0.8	-4	-4	9	-1
CS(=O)(=O)NNP(=O)(NNS(C)(=O)=O)NC(=O)c1ccc(Br)cc1	-9	-11	-1	0.1	-7	-25	7	0
CCN(CC)S(=O)(=O)N1CCC(C(=O)N2CCC3(CC2)OCCO3)CC1	28	5	10	-0.4	-4	11	5	-2
CC(C(=O)Nc1ccc(Cl)cc1Cl)N1CC=C(c2ccccc2)CC1 (configuration not stated)	-1	-3	1	-1.2	-1	-8	26	-1
CC1C2Cc3ccc(O)cc3[C@]1(C)CCN2CCc1ccccc1 (some centres not stated)	9	2	-5	1.0	1	-16	-8	-1
O=P(Nc1ccccc1)(Nc1ccccc1)Oc1ccc(Cl)cc1	-1	6	5	2.5	-3	-1	23	0
Cc1nn(Cc2ccccc2)c(Cl)c1C(=O)OC(C)C(=O)Nc1ccc(F)cc1Cl (configuration not stated)	4	4	-13	-0.7	0	-19	-11	-3
CC(C)CCn1c(=O)c(C(=O)NCc2ccco2)c(O)c2ccccc21	3	-20	6	0.1	1	8	-5	1
C#CC1(O)C=CC2C3CCC4=CC(=O)CCC4C3CCC21CC (configuration not stated)	7	-19	-10	2.0	-2	7	11	0
Cn1cc(C(=O)OCC(=O)Nc2ccccc2)c2ccccc21	-13	9	7	-0.3	-5	16	26	-3
NCCc1ccc(S(N)(=O)=O)cc1	10	6	7	-1.6	0	-1	3	-2
CN1C(=O)C(=Cc2cc([N+](=O)[O-])ccc2N2CCCCC2)C(=O)N(C)C1=O	-22	16	-3	0.3	-3	8	-7	-4
COC(=O)c1c(C)[nH]c(C(=O)C(C)[N+]23CCN(CC2)CC3)c1C (configuration not stated)	9	9	6	-0.5	-1	-2	2	-3
Cc1ccsc1/C=C1\C(=O)NC(=S)N(C)C1=O	31	11	0	176*	3	18	22	29
O=c1cccc2n1CC1CC2CN(S(=O)(=O)c2ccccc2)C1 (configuration not stated)	-7	0	-3	-0.2	-2	-19	4	5
CCOC(=O)c1cn2nc(OP(=S)(OCC)OCC)cc2nc1C	23	-29	-8	2.8	-2	4	24	-1
COC(=O)C(C)Oc1cc(C)cc2oc(=O)c3c(c12)CCC3 (configuration not stated)	52*	36*	14	1.9	-5	19	-17	-1
CC1CCC[C@H](O)CCCCCc2cc(O)cc(O)c2C(=O)O1 (some centres not stated)	3	-5	7	-1.0	-6	-4	-4	-3
CN(C(=O)c1ccco1)C1(c2ccccc2Cl)CCCCC1=O (configuration not stated)	10	20	-3	0.2	-3	7	13	-7
COc1cc(C)cc(CN2CC=C(c3ccccc3)CC2)c1O	14	-16	-14	-2.1	-3	-2	3	-1
CN1CCc2c([nH]c3ccccc23)C1	-1	-8	-12	-0.2	0	-101	12	-3

Quoted at random: 2 entries already listed
SMILES	Mdm2 MdmX PPI	697 NFkB inh	Jurkat NFkB inh	UPR CHOP act	APJ ag	APJ antag	tim23-1 inh	UPR XBP1 act
CC(C(=O)Nc1ccc(Cl)cc1Cl)N1CC=C(c2ccccc2)CC1 (configuration not stated)	-1	-3	1	-1.2	-1	-8	26	-1
CCN(CC)S(=O)(=O)N1CCC(C(=O)N2CCC3(CC2)OCCO3)CC1	28	5	10	-0.4	-4	11	5	-2

Other results.
SMILES	Mdm2 MdmX PPI	697 NFkB inh	Jurkat NFkB inh	UPR CHOP act	APJ ag	APJ antag	tim23-1 inh	UPR XBP1 act
CCN(CC)CCCN=C(C)c1c(O)n(-c2ccccc2)c(=O)[nH]c1=O	-21	-14	-6	-1.5	-1	10	2	-3
c1ccc(P(c2ccccc2)c2ccccn2)cc1	10	4	-6	1.2	-6	21	-4	-2
OC1CCCCC1N1CCC(c2ccccc2)CC1 (configuration not stated)	-1	7	-1	0.1	-1	-19	-9	-5
CN1/C(=C\C=Nc2ccccc2)C(C)(C)c2ccccc21	8	-60	3	1.2	1	-15	12	1
O=c1c2ccccc2nc(CSc2ncnc3nc[nH]c23)n1-c1ccccc1	24	24	2	-0.7	-1	0	-5	2
COC(=O)C1=C(c2ccccc2)C[C@@H]2CC[C@H]1N2C(=O)N1CCC(C)CC1	26	-4	4	0.4	2	18	38	-2
NC(N)=N/N=C/c1ccc(N2CCOCC2)cc1	39	8	49	1.0	-2	20	-7	0
COc1ccccc1OCC#CCN1CCCCCC1	-10	4	6	0.0	0	-2	5	-3
CCN1CCN(C(=O)COc2ccc(S(=O)(=O)N3CCOCC3)cc2C)CC1	-19	10	-3	2.9	1	9	7	-7
CCOC(=O)CC(NC(=O)C(Cc1ccc(N(CCCl)CCCl)cc1)NC(C)=O)C(=O)OCC (configuration not stated)	81*	14	7	2.3	-1	6	18	1
CN(C)/C=C1/C(=O)NC(=O)N(CCNc2ncc(C(F)(F)F)cc2Cl)C1=O	13	7	11	0.5	-2	6	-8	0
Fc1ccc(Cn2nnnc2CN2CCC(n3nnc4cc(C(F)(F)F)ccc43)CC2)cc1	40	-2	11	0.6	2	9	5	-2
COc1ccc(C(=O)NC(=S)N2C[C@H]3C[C@H](C2)c2cccc(=O)n2C3)cc1OC	16	14	4	0.1	-2	-30	13	-3
CC1=CC(=C2C(=O)NC(=S)NC2=O)C=C(C(F)(F)F)N1CCc1ccccc1	19	-54	50*	-2.6	-2	1	-1	-2
C/C(=N\NC(=O)c1ccccc1Cl)c1c(O)n(C2CCCCC2)c(=O)[nH]c1=O	2	-5	-9	0.1	0	-31	-1	-2
Cc1nccc2c1[nH]c1ccccc12	16	4	8	2.3	-1	6	3	-5
CCCCn1c(NS(=O)(=O)c2ccc(C)cc2)c(C(=O)OCC)c2nc3ccccc3nc21	19	13	-3	0.9	-14	65*	38	8
Cc1ccc(Cn2nc(C(=O)Nc3ccc(Br)cc3)cc2C)cc1	-251	23	49	8.7	2	-9	7	0
CCOc1cc2c(cc1OCC)-n1cccc1C(c1ccc(F)c(OC)c1)NC2 (configuration not stated)	18	-12	-4	2.6	-1	15	25	1
CC(C)[N+](C)(CCC(C(N)=O)(c1ccccc1)c1ccccc1)C(C)C	7	-8	12	-1.7	0	14	-4	-4
Cn1c(O)c(C=Nc2cccc(C(F)(F)F)c2)c(=O)n(C)c1=O	5	3	-15	-1.8	0	-3	-10	-5
COc1cc(C=C2C(=O)NC(=O)NC2=O)ccc1O	19	2	11	-1.0	-1	8	0	-1

Molecules listed so far that have a Cl atom, in the order listed:
SMILES	Mdm2 MdmX PPI	697 NFkB inh	Jurkat NFkB inh	UPR CHOP act	APJ ag	APJ antag	tim23-1 inh	UPR XBP1 act
N[C@@H](CCl)C(=O)O	-31	-15	-20	-0.5	10	-45	7	-8
Cc1cc(OCC(=O)NC(Cc2ccc(Cl)cc2)C(=O)O)c2c3c(c(=O)oc2c1)CCCC3 (configuration not stated)	-5	15	1	0.5	-1	-65	-3	-4
CC(C(=O)Nc1ccc(Cl)cc1Cl)N1CC=C(c2ccccc2)CC1 (configuration not stated)	-1	-3	1	-1.2	-1	-8	26	-1
O=P(Nc1ccccc1)(Nc1ccccc1)Oc1ccc(Cl)cc1	-1	6	5	2.5	-3	-1	23	0
Cc1nn(Cc2ccccc2)c(Cl)c1C(=O)OC(C)C(=O)Nc1ccc(F)cc1Cl (configuration not stated)	4	4	-13	-0.7	0	-19	-11	-3
CN(C(=O)c1ccco1)C1(c2ccccc2Cl)CCCCC1=O (configuration not stated)	10	20	-3	0.2	-3	7	13	-7
CCOC(=O)CC(NC(=O)C(Cc1ccc(N(CCCl)CCCl)cc1)NC(C)=O)C(=O)OCC (configuration not stated)	81*	14	7	2.3	-1	6	18	1
CN(C)/C=C1/C(=O)NC(=O)N(CCNc2ncc(C(F)(F)F)cc2Cl)C1=O	13	7	11	0.5	-2	6	-8	0
C/C(=N\NC(=O)c1ccccc1Cl)c1c(O)n(C2CCCCC2)c(=O)[nH]c1=O	2	-5	-9	0.1	0	-31	-1	-2

An excerpt; the hit share may differ from the screen's.
